High-throughput results from PubChem BioAssay.
M1 PAM parental: nonselective calcium activators in parental CHO-K1 cells, primary screen, counter-screen for M1 PAM project, cell-based, Fluo-8 calcium fluorescence, full deck, 1536-well; ATP EC20; 0% at ATP EC20, 100% at ATP max; activation, % at 3 µM; 0.02% of 360,000 active; AID 602247, 2012;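 active = activation above the run cutoff, the mean activation of all test compounds plus 3 SD, cut at about 40% in these data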;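 note: peak over basal fluorescence ratio in a 140 s read after ATP addition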
CHO-K1 Ca antag: nonselective inhibitor or artifact in parental CHO-K1 cells; ATP-induced calcium, Fluo-8 fluorescence; inhibition, % at 3 µM; 0.6% of 360,000 active;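 active = inhibition above a per-plate cutoff, the plate's mean sample inhibition plus 3 SD, cut at about 24% in these data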;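 note: 0% = DMSO plus EC80 ATP and 100% = DMSO alone without ATP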
CHRM1 agonist: human M1 muscarinic receptor agonists, primary screen, Fluo-8 calcium fluorescence, CHO-K1 cells, HTS. CHO-K1 hM1, agonist mode; 0% DMSO, 100% acetylcholine EC100. activation, % at 3 µM. 0.33% of 360,000 active. AID 588814, 2011;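 active = activation above the run's mean compound activation plus 3 SD, cut at about 16% in these data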;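 note: peak over basal fluorescence ratio within a 140 s kinetic read after compound addition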
Target sequence (P11229 whole entry, looked up): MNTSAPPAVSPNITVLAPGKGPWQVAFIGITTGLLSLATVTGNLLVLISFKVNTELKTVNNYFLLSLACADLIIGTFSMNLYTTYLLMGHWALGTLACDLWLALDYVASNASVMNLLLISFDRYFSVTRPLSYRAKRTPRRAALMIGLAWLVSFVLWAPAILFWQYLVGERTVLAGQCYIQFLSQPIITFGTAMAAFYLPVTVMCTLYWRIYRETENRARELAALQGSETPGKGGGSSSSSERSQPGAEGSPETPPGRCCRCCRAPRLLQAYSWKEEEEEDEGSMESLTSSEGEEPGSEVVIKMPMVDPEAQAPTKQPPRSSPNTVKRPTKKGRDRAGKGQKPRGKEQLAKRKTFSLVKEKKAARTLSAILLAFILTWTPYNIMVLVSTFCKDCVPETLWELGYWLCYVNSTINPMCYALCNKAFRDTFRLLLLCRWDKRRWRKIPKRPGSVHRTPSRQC
CHO parental Ca: ATP-evoked calcium signal inhibitors, parental CHO, primary screen, counter-screen for OX1R antagonist project, cell-based, fluorescence, Fluo-8 calcium dye | parental CHO-K1, ATP-induced calcium, Fluo-8 fluorescence | inhibition, % at 5.6 µM | 0.63% of 330,000 active | AID 463079, 2010;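 active = inhibition above that plate's mean sample inhibition plus 3 SD, cut at about 26% in these data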;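 note: 0% = ATP-challenged DMSO wells and 100% = DMSO wells without ATP; some compounds past the cut are filed as inactive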
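Assay system – parental CHO cells · Reagent – ATP stimulus · Detection – intracellular calcium via Fluo-8 no-wash fluorescent dye · Evaluation – percent inhibition of ATP-evoked calcium rise, normalized to controls · Controls – ATP wells versus no-ATP DMSO wells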
TAAR1 ag: human TAAR1 agonists, primary screen, Fluo-8 calcium fluorescence, CHO RD-HGA16 cells; vehicle wells 0%, saturating PEA agonist 100%; AID 624467, 2012; 0.99% of 360,000 active; Trace amine-associated receptor 1 (Homo sapiens), Q96RJ0; activation, % at 3 µM;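 active = activation above the mean activation of all test compounds in the run plus 3 SD, cut at about 38% in these data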
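Assay system: CHO-derived RD-HGA16 cells with stable Gα16 and human TAAR1; timing: 17-24 h seeding, 75 min 37 °C dye, 30 min RT; read-out: % activation from peak over basal fluorescence ratio, DMSO-to-PEA scaled; measured by: kinetic Fluo-8 calcium fluorescence; benchmarks: low control DMSO, high control PEA (EC100); doses: 3 µM single concentration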
V1aR counter: agonists of human V1a receptor, primary screen, counter-screen for OXTR agonist project, fluorescence, CHO-V1R cells; Vasopressin V1a receptor (Homo sapiens), P37288; Fluo-8 calcium fluorescence, agonist mode; 0% DMSO, 100% 3 nM vasopressin; activation, % at 3 µM; 0.25% of 320,000 active; AID 2797, 2010;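 active = activation above the mean activation of all tested compounds plus 3 SD, per screening run, cut at about 20% in these data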;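 note: signal is peak over basal fluorescence ratio across a 100 second FLIPR read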
M1 ag parental: counter-screen for M1 agonists: effect in parental CHO-K1 cells | 0.48% of 360,000 active | AID 602248, 2012 | activation, % at 3 µM | Fluo-8 calcium fluorescence; scaled to maximal ATP response, vehicle zero; in the data active = activation above about 15%;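 note: untransfected CHO-K1 host cells lacking M1 receptor as counterscreen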
TAAR1 antag: human TAAR1 antagonists, primary screen, Fluo-8 calcium fluorescence, CHO RD-HGA16 cells. Trace amine-associated receptor 1 (Homo sapiens), Q96RJ0. 1.5% of 360,000 active. inhibition, % at 3 µM. antagonist;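 active = inhibition above a per-plate cutoff, the mean inhibition of test compounds on that plate plus 3 SD, cut at about 49% in these data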;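 note: 0% = DMSO plus EC80 beta-PEA response and 100% = DMSO alone without agonist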
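Assay system: CHO-derived RD-HGA16 cells stably expressing human TAAR1 plus Gα16. Timing: 140 s kinetic read after compound, 140 s after agonist. Technique: kinetic Fluo-8 calcium fluorescence measurement. Measure: % inhibition of agonist calcium response.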
OXTR potentiator: human OXTR potentiators, primary screen, fluorescence, CHO-OTR cells, Fluo-8 calcium | Oxytocin receptor (Homo sapiens), P30559 | Fluo-8 calcium fluorescence, potentiator mode; 0% = oxytocin EC15, 100% = EC100 | activation, % at 3 µM | 0.061% of 320,000 active;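 active = activation above that plate's cutoff, the mean activation of tested compounds plus 3 SD, cut at about 6.6% in these data, passing the limit was not always enough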;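 note: 100% uses oxytocin at 75 nM as the full agonist control; some results filed as inactive read as strong as hits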
Target sequence (P30559 whole entry, looked up): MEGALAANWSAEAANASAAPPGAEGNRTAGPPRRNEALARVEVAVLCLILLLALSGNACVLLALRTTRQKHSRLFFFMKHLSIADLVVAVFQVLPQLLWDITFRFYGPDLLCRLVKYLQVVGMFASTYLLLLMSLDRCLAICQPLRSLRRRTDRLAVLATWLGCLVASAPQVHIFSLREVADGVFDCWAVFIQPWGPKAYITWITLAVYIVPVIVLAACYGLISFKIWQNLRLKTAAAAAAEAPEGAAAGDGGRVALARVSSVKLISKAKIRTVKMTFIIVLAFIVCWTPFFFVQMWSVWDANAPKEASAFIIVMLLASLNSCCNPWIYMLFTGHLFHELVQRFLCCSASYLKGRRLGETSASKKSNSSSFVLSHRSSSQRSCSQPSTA
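test system = CHO-OTR cells, human receptor | compound = single-point 3.0 µM | schedule = 6 min compound pre-incubation at room temperature, 100 s kinetic read | signal = Fluo-8 no-wash calcium dye fluorescence, excitation 470-495 nm, emission 515-575 nm | repeats = single well per compound, singlicate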
Starred values were filed as active, the others as inactive; · = not tested or not shown.

SMILES	M1 PAM parental	CHO-K1 Ca antag	CHRM1 agonist	CHO parental Ca	TAAR1 ag	V1aR counter	M1 ag parental	TAAR1 antag	OXTR potentiator
O=C(CSc1nnc(-c2ccccn2)o1)Nc1ccccc1C(F)(F)F	2	-9	-1	4	2	0.4	2.2	-6	-4
COc1ccc(N(C(=O)C(C)C)S(=O)(=O)c2cccs2)cc1	17	-31	-7	-14	3	-1.4	0.3	21	0
O=C(O)C1C2CCC(O2)C1C(=O)Nc1ccc(Br)cc1F (centres undefined)	5	-3	-4	-5	0	2.3	0.9	-9	2
CCCN(C(=O)c1ccc(N2CCCC2=O)cc1)C1CCS(=O)(=O)C1 (centres undefined)	24	-13	0	-5	1	-0.1	0.6	-5	-5
C(=C\n1nnc2ccccc21)/c1ccccn1	-3	-5	-8	-15	23	-0.3	0.4	-10	10
O=c1cc(CSc2ccc(Cl)cc2)nc2nc[nH]n12	17	-6	0	5	23	0.0	0.3	-19	-15
O=S(=O)(NCCCN1CCOCC1)c1ccc(Cl)cc1	8	-9	-1	-5	7	0.4	0.9	-10	-9
CN1c2ccc(Cl)cc2C(=O)NC1C1CC=CCC1 (centres undefined)	-10	3	-3	-17	4	2.1	0.1	-4	1
CCN1CC(CN(C)Cc2cn(-c3ccc(C)cc3)nc2-c2ccc(F)cc2)CC1=O (centres undefined)	13	-17	12	-26	2	-0.7	0.2	-20	-1
COc1ccccc1NC(=O)CSc1nc2sc(C)c(C)c2c(=O)n1C	-13	-4	1	-11	2	5.5	5.1	-11	0
Fc1ccc(-n2c(=S)[nH]c3cccnc32)cc1	12	-9	-5	8	3	1.5	0.2	-18	-6
CCc1ccc(CN(C(=O)c2oc3ccccc3c2C)C2CCS(=O)(=O)C2)cc1 (centres undefined)	12	1	1	-7	6	2.2	1.4	-2	-2

Entries of single compounds, quoted from the list. Order of values: M1 PAM parental, CHO-K1 Ca antag, CHRM1 agonist, CHO parental Ca, TAAR1 ag, V1aR counter, M1 ag parental, TAAR1 antag, OXTR potentiator
COc1ccccc1NC(=O)CSc1nc2sc(C)c(C)c2c(=O)n1C is listed with -13, -4, 1, -11, 2, 5.5, 5.1, -11, 0
O=c1cc(CSc2ccc(Cl)cc2)nc2nc[nH]n12 is listed with 17, -6, 0, 5, 23, 0.0, 0.3, -19, -15
O=C(O)C1C2CCC(O2)C1C(=O)Nc1ccc(Br)cc1F (centres undefined) is listed with 5, -3, -4, -5, 0, 2.3, 0.9, -9, 2

Further records follow:
SMILES	M1 PAM parental	CHO-K1 Ca antag	CHRM1 agonist	CHO parental Ca	TAAR1 ag	V1aR counter	M1 ag parental	TAAR1 antag	OXTR potentiator
Cc1ccc(S(=O)(=O)NC(=O)c2ccccc2)cc1C(C)C	-6	12	-1	-3	-1	0.9	-0.5	3	1
CCN(CC)S(=O)(=O)c1ccc(Cl)c(NC(=O)c2ccccc2C)c1	16	-8	-5	-21	10	-1.0	0.1	-5	-10
COc1ccc(/C=C2\CCc3ccccc3C2=O)c(OC)c1OC	-4	-2	-2	-8	-1	0.9	1.6	-6	-22
CCCCc1cc(=O)oc2c(C)c(OCC(=O)NCc3ccccn3)ccc12	24	-17	-1	-18	14	1.1	1.0	-24	4
CCN(CC)S(=O)(=O)c1ccc(C)c(NC(=O)Cn2c(=O)cnc3ccccc32)c1	8	2	-7	-21	0	0.3	0.1	12	3
COc1ccc(C(C(=O)NC2CCCCC2)N(Cc2ccco2)C(=O)c2snc(C(N)=O)c2N)cc1 (centres undefined)	-2	11	-1	·	15	·	5.2	71*	·
COc1ccc2sc3ccccc3c(=O)c2c1	7	-4	-3	2	1	-0.7	-0.7	-1	-5
O=C(NCc1ccc2c(c1)OCO2)C1CCN(c2nccc(C(F)(F)F)n2)CC1	20	-8	-2	-18	3	1.0	0.6	-35	-3
C=CCn1c(=O)c2ccccc2n2c(SCc3nc4ccccc4s3)nnc12	19	-1	-4	-12	10	-0.7	2.9	5	1
O=C1NC[C@H](CCCCN2C[C@H](Cc3ccc(O)cc3)N(CC3CCCCC3)C(=O)C2=O)N(CCC2CCCCC2)C1=O	2	-6	·	·	3	·	1.7	-2	·
COC(=O)c1cc(C(=O)c2ccc(Cl)cc2)n2c(=O)/c(=C\N(C)C)sc12	7	-7	-1	-10	2	-0.5	0.6	-24	0
N#Cc1ccc(CSc2nnc(Cc3cccs3)n2Cc2ccco2)cc1	12	-1	-5	2	·	0.5	1.2	·	-22

In another format: entries from further up.
Screens in order – M1 PAM parental | CHO-K1 Ca antag | CHRM1 agonist | CHO parental Ca | TAAR1 ag | V1aR counter | M1 ag parental | TAAR1 antag | OXTR potentiator
> O=C(NCc1ccc2c(c1)OCO2)C1CCN(c2nccc(C(F)(F)F)n2)CC1
 : 20 | -8 | -2 | -18 | 3 | 1.0 | 0.6 | -35 | -3
> C=CCn1c(=O)c2ccccc2n2c(SCc3nc4ccccc4s3)nnc12
 : 19 | -1 | -4 | -12 | 10 | -0.7 | 2.9 | 5 | 1

More results.
SMILES	M1 PAM parental	CHO-K1 Ca antag	CHRM1 agonist	CHO parental Ca	TAAR1 ag	V1aR counter	M1 ag parental	TAAR1 antag	OXTR potentiator
Cc1ccc(-n2nnnc2-c2cccc(C)c2)cc1	4	-9	-7	-3	0	-0.1	0.6	-8	-5
CCn1nc(C)c(/C=N/NC(=O)CSc2ccccn2)c1C	16	-6	-3	-11	3	2.2	1.2	-21	0
O=C(Cc1ccc(-n2cccc2)cc1)N1CCN(c2ccccc2F)CC1	1	2	-2	-23	1	0.2	0.1	0	-4
Cc1ccc(NC(=O)CN2CCCCCC2)cc1[N+](=O)[O-]	16	-18	-7	-9	1	-0.9	2.1	-22	3
COc1ccccc1NS(=O)(=O)c1ccc(/C=C/C(=O)N2CCN(C(C)=O)CC2)cc1	1	-14	-6	-10	13	0.6	0.8	10	-1
COc1ccc(NC(=O)N2CCN(c3ccc([N+](=O)[O-])cc3)CC2)cc1	15	-4	-11	6	3	7.2	7.7	28	-28
O=C(NCC1CCCO1)c1cccc(NC(=O)c2ccco2)c1 (centres undefined)	19	-8	-1	0	5	0.2	0.5	-15	-5
O=C(NCC(=O)N(c1cccnc1)C(C(=O)NC1CCCCC1)c1cccnc1)c1ccco1 (centres undefined)	15	-6	-3	-2	6	1.2	1.1	17	-3
Cc1ccc(C2(CCNS(=O)(=O)c3ccc(C)cc3)CCOC(C(C)C)C2)cc1 (centres undefined)	11	-9	-7	-37	-2	-0.7	-0.3	7	-13
COc1ccc(CC(=O)Oc2ccccc2C)cc1S(=O)(=O)N1CCOCC1	9	-1	0	5	4	0.0	2.0	-6	-1
CCOc1ccc2oc(C(=O)NNC(=O)c3ccccc3O)c(C)c2c1	16	0	-4	-4	15	0.9	2.5	18	-14
CC(C)(C)CC(=O)Nc1ccc(S(=O)(=O)NC2=NCCCCC2)cc1	22	-22	-1	-8	1	-0.3	1.2	9	-2
CCN(c1ccc(OC)cc1)S(=O)(=O)c1ccc(-c2cc(C)no2)s1	17	-15	-3	-3	-1	1.5	1.8	1	-12
CC(=O)N1CCN(C(=O)CC2OC(=O)c3ccccc32)CC1 (centres undefined)	4	-4	-4	-15	4	1.2	-0.1	16	-1
Cc1ncc(CO)c2c1Oc1nc(-c3ccccc3)nc(SCC(=O)N3CCOCC3)c1C2	-3	-3	-1	-24	7	1.4	4.5	23	-4
COc1ccc(C(=O)O)cc1S(=O)(=O)N(C)CCc1cccnc1	1	-1	-3	-1	8	0.4	-0.2	3	0
COc1ccc2c(c1)c(=O)c(C(=O)c1ccccc1)cn2Cc1ccccc1	-10	3	-1	-10	0	-0.5	0.0	-18	-4
Cc1c(C(=O)O)oc2c1ccc1ccccc12	-5	0	0	20	15	2.0	0.3	0	-9
CCOC(=O)Cn1cc(C=O)c2ccccc21	1	1	-3	-7	13	0.3	-0.1	6	-3
COc1ccc2cc(-c3ccccc3)c(=O)oc2c1	-4	-9	-4	-3	6	-1.1	2.7	-16	-4
CSCCC(NC(=O)c1ccccc1Cl)C(=O)NCCOc1ccccc1 (centres undefined)	13	-4	-1	-24	0	-0.9	0.6	-18	-11
CC(OC(=O)C1CCN(S(=O)(=O)c2ccc(C(C)(C)C)cc2)CC1)C(=O)N(C)C1CCCCC1 (centres undefined)	6	-16	-1	·	9	·	0.8	-10	·
CSCCCNC(=S)N1CCN(c2ccc(C(C)=O)cc2)CC1	-15	20	-6	12	6	4.4	3.9	8	-10
CC(C)CNC1=C(C(=S)Nc2ccccc2)C(=O)CC(C)(C)C1	-2	-5	-9	-8	20	0.0	-0.3	-51	-6
Cc1ccccc1NC(=O)CC1c2ccccc2CC(C)(C)N1C (centres undefined)	15	-2	-7	-2	8	-1.6	14	-6	2
Cc1ccc(-c2nnc(SCC(=O)Nc3ccc(S(=O)(=O)N4CCCCCC4)cc3)o2)cc1	23	-18	-4	-9	17	0.2	0.5	-5	0
CCCn1c(N)c(C(=O)CSc2nnc(-c3cccnc3)n2-c2ccc(C)cc2C)c(=O)[nH]c1=O	8	2	-6	-1	-2	-0.6	-0.3	-11	-4
O=C(Cc1ccccc1)NC(=S)Nc1ccc2oc(-c3ccccc3)nc2c1	·	·	·	-2	8	0.5	·	15	-6
CCCc1ccc(OC(=O)c2cccs2)cc1	15	-10	-2	-1	11	-1.0	0.0	10	4
